Screens from PubChem BioAssay.
TLR9-MyD88 block – inhibitors of TLR9-MyD88 association in cells, primary screen, cell-based, CHO, BLA complementation, fluorescence | Toll-like receptor 9 (Homo sapiens) + Myeloid differentiation primary response protein … | CCF4 FRET ratio | inhibition, % at 4.98 µM | hit rate 0.21% among 340,000;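 active = inhibition above the mean over all tested compounds plus 3 SD, cut at about 21% in these data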;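 note: 0% = DMSO only wells and 100% = clavulanate BLA inhibitor control wells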
NCOA2 inhibitor – inhibition of GAL4-SRC2 driven luciferase reporter, primary screen, SRC2 inhibitor project, cell-based, luminescence. Nuclear receptor coactivator 2 (Homo sapiens), Q15596. HEK293 GAL4-SRC2 luciferase reporter. inhibition, % at 9 µM. hit rate 0.17% among 370,000. AID 651957, 2012;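 active = inhibition above the mean inhibition of all tested compounds plus 3 SD, set per campaign, cut at about 52% in these data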;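 note: 0% = DMSO treated cells and 100% = cells given Gossypol at 36 µM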
NOD2 RIPK2 PPI – NOD2-RIPK2 binding disruptors in cells, primary screen, fluorescence, CHO cells, BLA complementation; CCF4 ratio; inhibition, % at 4.98 µM; hit rate 0.38% among 360,000; in the data active = inhibition above about 21%;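 note: 0% = vehicle only and 100% = reference blocker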
SRC3 inh – SRC3 coactivator transcriptional activity inhibitors, primary screen, cell-based, luminescence; HEK293 GAL4-SRC3 luciferase reporter; inhibition, % at 3.6 µM; hit rate 0.17% among 360,000;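 active = inhibition above a per-campaign cutoff, the mean of all compounds plus 3 SD, cut at about 60% in these data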;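 note: 0% = DMSO-treated cells and 100% = gossypol-treated cells at 36 µM; higher means less SRC3-driven luciferase light from the GAL4 reporter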
Target sequence (Q9Y6Q9 whole entry, looked up, the tested form may be a part): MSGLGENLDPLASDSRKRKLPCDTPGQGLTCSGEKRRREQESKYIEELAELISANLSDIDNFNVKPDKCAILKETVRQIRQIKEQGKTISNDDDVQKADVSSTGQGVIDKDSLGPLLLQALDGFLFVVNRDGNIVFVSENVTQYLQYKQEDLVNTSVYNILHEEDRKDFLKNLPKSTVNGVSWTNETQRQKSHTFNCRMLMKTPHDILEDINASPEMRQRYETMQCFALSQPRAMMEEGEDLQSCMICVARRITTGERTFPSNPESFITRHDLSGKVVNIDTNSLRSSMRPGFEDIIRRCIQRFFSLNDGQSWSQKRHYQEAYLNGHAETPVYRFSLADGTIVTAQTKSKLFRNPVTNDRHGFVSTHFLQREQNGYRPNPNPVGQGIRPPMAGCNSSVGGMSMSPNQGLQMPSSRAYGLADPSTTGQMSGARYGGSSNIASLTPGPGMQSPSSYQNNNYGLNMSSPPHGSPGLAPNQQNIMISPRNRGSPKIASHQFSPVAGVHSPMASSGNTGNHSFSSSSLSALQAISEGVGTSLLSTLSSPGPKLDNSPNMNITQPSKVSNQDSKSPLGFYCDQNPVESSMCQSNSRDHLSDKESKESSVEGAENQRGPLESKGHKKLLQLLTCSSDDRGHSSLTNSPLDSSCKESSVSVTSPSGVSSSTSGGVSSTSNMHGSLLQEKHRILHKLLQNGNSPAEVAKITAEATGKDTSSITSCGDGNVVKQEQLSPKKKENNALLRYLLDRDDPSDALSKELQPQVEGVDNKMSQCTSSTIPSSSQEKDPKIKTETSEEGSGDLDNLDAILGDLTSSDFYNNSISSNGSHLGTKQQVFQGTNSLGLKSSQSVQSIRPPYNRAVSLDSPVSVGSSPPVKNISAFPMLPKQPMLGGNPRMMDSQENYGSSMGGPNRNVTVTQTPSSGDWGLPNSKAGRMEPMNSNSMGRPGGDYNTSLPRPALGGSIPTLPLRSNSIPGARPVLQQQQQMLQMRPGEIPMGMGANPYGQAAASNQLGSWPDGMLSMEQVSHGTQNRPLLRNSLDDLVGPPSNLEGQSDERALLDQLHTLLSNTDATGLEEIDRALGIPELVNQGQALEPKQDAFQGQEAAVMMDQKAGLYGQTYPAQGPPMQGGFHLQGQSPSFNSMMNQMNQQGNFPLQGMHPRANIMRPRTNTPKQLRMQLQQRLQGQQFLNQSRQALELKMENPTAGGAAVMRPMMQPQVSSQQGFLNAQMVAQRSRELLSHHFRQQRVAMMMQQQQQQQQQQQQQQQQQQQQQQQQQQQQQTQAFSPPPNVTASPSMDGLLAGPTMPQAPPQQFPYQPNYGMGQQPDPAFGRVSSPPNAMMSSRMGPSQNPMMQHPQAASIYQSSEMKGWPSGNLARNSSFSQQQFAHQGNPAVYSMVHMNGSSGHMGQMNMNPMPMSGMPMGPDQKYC
NR2F2 inh – NR2F2 transcriptional activity inhibitors, primary screen, cell-based, luciferase reporter, HEK293T, luminescence. inhibition, % at 8.6 µM. hit rate 0.7% among 370,000. HEK293T NGFI-A luciferase reporter. AID 686940, 2013;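 active = inhibition above a per-plate cutoff, mean inhibition of test wells between control levels plus 3 SD, cut at about 38% in these data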;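 note: cells cotransfected with COUP-TFII expression vector driving the NGFI-A reporter; 0% = median of COUP-TF2 test wells and 100% = reporter-only cells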
Granule exo inh – LAMP-1 surface exposure blockers, TALL-104 cells – cell-based, flow cytometry, MLPCN library, primary screen. TALL-104 LAMP-1 surface exposure; cells stimulated with thapsigargin and PMA. inhibition, % at 10 µM. hit rate 0.66% among 360,000. AID 651702, 2012;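 active = inhibition above about 55%, limit read from the data; inconclusive = no clear call, values can overlap the other calls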
NCOA1 inh – SRC1 coactivator transcriptional activity inhibitors, primary screen, cell-based, luminescence; hit rate 0.12% among 360,000; Nuclear receptor coactivator 1 (Homo sapiens), Q15788; inhibition, % at 3.6 µM; HEK293 GAL4-SRC1 luciferase reporter;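 active = inhibition above the campaign mean plus 3 SD, with each screening campaign given its own cutoff, cut at about 60% in these data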;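 note: 0% = DMSO treated cells and 100% = gossypol at 36 µM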
TWEAK Fn14 block – inhibitors of TWEAK-Fn14 signaling, primary screen, luciferase reporter cells, uHTS | TWEAK-stimulated Fn14 reporter cells, luciferase luminescence, 8 h | inhibition, % at 10 µM | hit rate 2% among 360,000 | AID 1159606, 2016; in the data active = inhibition above about 50%
TROY signal inh – inhibitors of TROY-driven NF-kB signaling, primary screen, Q293 LMP1-TROYcd cells, NF-kB luciferase, uHTS; inhibition, % at 10 µM; AID 1347056, 2019; hit rate 0.98% among 360,000; Q293 LMP1-TROYcd NF-kB luciferase reporter, 4 h;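 active = compounds whose plate-normalised and pattern-corrected inhibition of the luciferase reporter signal at the single screening dose is 50% or more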
NR5A2 inv ag – LRH-1 (NR5A2) inverse agonists, primary screen, cell-based, luminescence, HEK293T, StAR-luciferase reporter | inhibition, % at 3.6 µM | LRH-1 transfected, 24 h | hit rate 0.13% among 360,000 | Nuclear receptor subfamily 5 group A member 2 (Homo sapiens), O00482;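 active = inhibition above the mean inhibition of all tested compounds plus 3 SD, cut at about 73% in these data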;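 note: 0% = DMSO wells and 100% = reporter-only cells lacking LRH-1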
ABHD5 PLIN5 PPI – ABHD5-PLIN5 interaction inhibitors, primary screen, cell lysate, split luciferase complementation, luminescence | Split G. princeps luciferase complementation, 4 h | inhibition, % at 4 µM | hit rate 0.78% among 360,000 | AID 602281, 2012;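 active = inhibition above the mean inhibition across every tested compound plus 3 SD, cut at about 22% in these data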;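 note: 0% = DMSO only wells and the 100% control is not disclosed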
* hit, by the source's call; ? = inconclusive; . = not tested or not shown.

SMILES	TLR9-MyD88 block	NCOA2 inhibitor	NOD2 RIPK2 PPI	SRC3 inh	NR2F2 inh	Granule exo inh	NCOA1 inh	TWEAK Fn14 block	TROY signal inh	NR5A2 inv ag	ABHD5 PLIN5 PPI
COc1cccc(C2/C(=C(/O)c3ccc4c(c3)CC(C)O4)C(=O)C(=O)N2c2nnc(C)s2)c1 (stereo not given)	-19	1	2	-4	-25	-4	15	10	-11	-27	-8
C[C@H](CO)N1C[C@H](C)[C@@H](CN(C)S(=O)(=O)c2ccccc2)Oc2ccc(NC(=O)CCN3CCOCC3)cc2C1=O	1	-12	-7	-1	2	-10	-9	-14	-6	-23	8
CC12CCC(=O)C=C1CCC1C2C(=O)CC2(C)C1CCC2(O)C(=O)CO (stereo not given)	-13	-4	-6	-9	3	-4	-4	-13	2	-15	0
Cc1ccccc1-n1c(SCC(=O)N2CCCCC2)nc(O)cc1=O	4	-7	-5	17	-8	2	-45	2	-5	-7	-2
CNC(=O)/C(C#N)=C/c1c(N2CCCCCC2)nc2ccccn2c1=O	4	22	-5	4	28	4	4	-23	-5	4	2
COc1cc2cc(CN(CCc3cccc(C)c3)C(=S)NCCCN(C)C)c(=O)[nH]c2cc1OC	-14	-49	-10	9	-3	-2	12	-6	17	-11	21
Cc1cc(N/C=C\C(=O)c2ccc(Cl)c(Cl)c2)no1	-12	-7	-2	-46	-14	-4	-66	-21	-51	-124	1
Brc1ccc(-c2nc3ccccc3s2)s1	0	-47	2	-107	-53	-6	-127	8	-29	-105	-11
Cc1c(C(=O)N2CCc3ccccc32)oc2ccccc12	-17	-65	-15	-70	-65	-5	-129	13	-52	-112	-2
Cc1nn2c(-c3ccc(F)cc3)ccnc2c1Cl	-10	4	0	-7	7	-10	-16	17	-6	-14	3
COc1cccc(CN2CC(C(=O)NC3(c4ccccc4)CC3)CCC2=O)c1 (stereo not given)	-10	-26	8	8	0	0	-2	3	9	11	-2
Cc1ccc(-c2n[nH]c(=O)c3ccccc23)cc1S(=O)(=O)NCCO	3	-33	-8	-11	-5	-1	-5	-3	-5	0	2
Cc1ccc(Nc2c(-c3ccccc3O)nc3ncccn23)cc1	8	12	-6	12	-19	4	15	-18	-12	22	-3
COc1ccc(/C=C/C(=O)OCC(=O)NC2CCCC2)cc1	7	-7	-7	0	-6	8	-20	6	12	-16	-5
CCOc1ccc(NC(=O)Nc2c(C)n(C)n(-c3ccccc3)c2=O)cc1	8	-35	-6	8	-6	-6	2	18	8	3	-70
COc1ccc(CCNC(=O)c2ccc(=O)[nH]c2)cc1OC	3	-15	2	1	-12	8	-10	-3	-6	3	2
CC(C)C(=O)Nc1nnc(CCc2ccccc2)s1	3	-32	-2	-16	16	0	-12	5	-18	-17	0
Cc1ccc(C)c(Nc2ccc3nonc3c2[N+](=O)[O-])c1	-18	-2	-8	1	0	-8	-16	-28	12	19	-2
Cc1cc(C)n(-c2nc(C)nc(N)n2)n1	-8	-8	-9	-4	-18	1	-9	9	-37	-8	4
COc1cc(OC)cc(C(=O)Nn2cc(C(=O)N3CCN(C)CC3)c3ccccc3c2=O)c1	-2	1	-8	7	9	-1	4	-7	-2	1	-2
CN(C(=O)c1cnc2n(c1=O)CCS2)C1CCCCC1	3	1	5	-4	2	0	1	-13	-7	-7	9
CSc1sc(C(=O)N2CCCCC2)c(-c2cccs2)c1C#N	.	-8	-17	-11	7	-16	18	-8	-9	1	2
CC(Oc1ccc(Cl)cc1Cl)c1nc(-c2ccccn2)no1 (stereo not given)	6	-61	-3	-37	-12	-3	-53	-69	-41	-43	4
COc1cccc(C(=O)Nc2ccccc2N2CCCC2)c1	0	0	-10	17	-29	6	-16	7	-10	-9	-4
COc1ccc(OC)c(/C=C2\SC(=S)N(NS(=O)(=O)c3ccccc3)C2=O)c1	-7	3	-5	-2	16	8	-39	5	13	-12	-1

3 entries from above, ordered by their value in NCOA2 inhibitor, rising:
| molecule | NCOA2 inhibitor |
| --- | --- |
| Cc1ccc(-c2n[nH]c(=O)c3ccccc23)cc1S(=O)(=O)NCCO | -33 |
| CC(C)C(=O)Nc1nnc(CCc2ccccc2)s1 | -32 |
| COc1cccc(C(=O)Nc2ccccc2N2CCCC2)c1 | 0 |

Continued.
SMILES	TLR9-MyD88 block	NCOA2 inhibitor	NOD2 RIPK2 PPI	SRC3 inh	NR2F2 inh	Granule exo inh	NCOA1 inh	TWEAK Fn14 block	TROY signal inh	NR5A2 inv ag	ABHD5 PLIN5 PPI
CC12C(=O)N(c3ccc(OC(=O)c4ccco4)cc3)C(=O)C1C1c3ccccc3C2c2ccccc21 (stereo not given)	-8	-13	0	-3	4	8	-14	-22	-49	-5	-3
Fc1ccccc1/C=N/Nc1nc2ccccc2o1	0	-87	2	-105	7	-7	-112	18	-57	-146	9
CCC(C)c1ccccc1NC(=S)Nc1cccnc1 (stereo not given)	9	-18	4	8	-14	-2	-23	1	11	18	0
COc1cc2c(cc1OC)CN(CC(=O)NC(=O)NC1CCCCC1)CC2	9	-7	4	5	7	-2	-1	-2	-4	9	-2
CCOC(=O)c1cc(NC(=O)Nc2nc3ccccc3s2)c(C)nc1C	0	21	-2	-4	5	-3	0	-3	-35	-2	1
COc1ccc(/C=C/C(=O)N(C(C)C)C(C)C)cc1Br	2	15	-6	-13	-29	3	-22	-30	-22	-18	-4
C[N+](C)(C)CCOC(N)=O	9	-6	-3	-2	8	-1	2	-1	0	-2	-1
COc1ccccc1-c1nc2s/c(=C\c3cccs3)c(=O)n2n1	6	-32	-3	11	1	2	4	-22	-13	1	-2
Cc1nc2ccccc2c(=O)n1NC(=O)c1cc(Br)ccc1Cl	-4	0	7	17	11	-6	5	-18	-2	-2	-6
COCCn1c(SCC(=O)N2CC(=O)Nc3ccccc32)nnc1-c1ccoc1C	7	12	0	-8	-8	0	-19	-6	-21	0	4
Cc1ccc(C(=O)N/C(=C/c2ccco2)C(=O)N2CCCCCC2)cc1	4	-41	-8	0	-3	-3	2	28	-17	-9	1
CCOc1ccccc1C1NC(=O)NC(C)=C1C(=O)OCc1ccco1 (stereo not given)	6	0	-2	4	20	-2	-6	-13	-5	-18	7
CC(=O)c1cccc(NC(=O)COC(=O)Cn2cnc3ccccc32)c1	-2	-43	-2	12	0	-4	-4	8	-7	17	4
OCCOc1ccc(CN2CCN(CCCc3ccccc3)C(CCO)C2)cc1 (stereo not given)	-4	21	-1	12	-7	14	19	-13	26	8	-6
COc1ccc(C(=O)NCCCNc2nc3cc(C)cc(C)c3cc2C#N)cc1	-7	-6	5	-16	12	-2	-7	9	5	-8	5
COc1ccc2nc(NC3=NC(c4ccccc4)CC(=O)N3)nc(C)c2c1 (stereo not given)	-6	-10	-15	4	6	4	-18	-10	-9	-23	3
CCOC(=O)Cc1csc(NS(=O)(=O)c2ccc(SC)cc2)n1	1	-29	7	20	21	0	0	13	0	17	7
CCC(C)(C(=O)NC1CCCCC1)N(C(=O)C1CCC(=O)N1)c1ccccc1 (stereo not given)	-15	-20	-3	9	-10	0	-94	1	-7	14	-1
Cc1cc(NC(=O)COC(=O)c2c(Cl)cccc2Cl)no1	-1	-24	-1	-81	-21	0	-23	-45	-9	-10	-14
CC1S/C(=C(\C#N)C(N)=O)N(c2ccc(F)cc2)C1=O (stereo not given)	5	-18	-5	-4	0	2	8	-5	-5	-13	-3
CCOC(=O)CCCNC(=O)COC(=O)[C@@H]1CCCN1S(=O)(=O)c1ccc(Cl)cc1	1	14	-9	5	-7	0	11	-6	5	8	0
O=P(Cc1cc[n+]([O-])cc1)(c1ccccc1)c1ccccc1	-1	-11	-8	0	-15	-6	-16	-2	16	-7	1
COC(=O)c1ccc(COc2ccccc2/C=C(\C#N)C(=O)Nc2ccc(C)cc2)cc1	-3	-102	4	-88	-37	2	-78	-6	26	-89	1
O=C(NCc1ccccn1)c1c(O)c2cccc3c2n(c1=O)CC3	-12	12	-3	-17	1	-3	-23	-7	-30	7	4
COc1ccccc1C1=NOC(C(=O)N2CCN(C(=O)c3ccco3)CC2)C1 (stereo not given)	7	5	-14	3	10	-4	-5	-2	-6	8	0

Further structures.
SMILES	TLR9-MyD88 block	NCOA2 inhibitor	NOD2 RIPK2 PPI	SRC3 inh	NR2F2 inh	Granule exo inh	NCOA1 inh	TWEAK Fn14 block	TROY signal inh	NR5A2 inv ag	ABHD5 PLIN5 PPI
CCC(C)(C)NC(=O)C(c1ccc(OC)cc1)N(C(=O)CCC(=O)Nc1cc(C)on1)c1ccc(OC)cc1OC (stereo not given)	-4	-15	5	4	-9	?	2	0	2	5	8
Cc1ccc2nc(-c3ccccc3)cc(C(=O)NNC(=O)c3csc(N4CCOCC4)n3)c2c1	-5	10	-3	4	24	8	-5	-26	-16	-26	-10
CCCn1c(N)c(C(=O)COC(=O)CNC(=O)c2ccccc2OCC)c(=O)[nH]c1=O	5	10	-10	24	-10	-3	-1	-21	-1	1	-2
CCc1ccc(CN(C(=O)c2cc3ccccc3oc2=O)C2CCS(=O)(=O)C2)cc1 (stereo not given)	10	-52	-5	-74	-50	3	-113	-6	-49	-87	0
CN(C(=O)CSc1nnc(-c2ccncc2)n1C)C1CCS(=O)(=O)C1 (stereo not given)	-3	7	-7	9	9	?	-1	1	8	-6	-6
Cc1cc(N/N=C/c2ccc(N(C)C)cc2)nc(NCc2ccccc2)n1	.	4	3	21	3	7	19	7	5	10	7
CCCCn1c(SCC(=O)/C(C#N)=C(\C)N)nc2ccccc2c1=O	2	3	11	8	16	-4	4	16	11	2	6
COCCCNC(=O)c1cn(CCOC)c(=O)c2c1c1ccccc1n2C	2	-5	4	1	-14	0	-2	-19	1	11	0
CN1CCN(C2CC(=O)N(c3ccc4c(c3)OCCO4)C2=O)CC1 (stereo not given)	-6	21	24*	6	14	1	-6	1	17	-7	3
c1ccc(OCCNc2ccn3nc(-c4ccco4)cc3n2)cc1	.	-36	-4	-63	-31	-3	-10	3	-10	-26	-1
O=C(NCc1ccccn1)c1ccc(OC2CCN(Cc3ccccc3O)CC2)cc1	-5	2	-13	4	-9	-1	-6	0	-4	9	6
CSc1nc(-c2ccccc2)c(-c2ccccc2)[nH]1	-13	11	-3	5	9	0	-16	6	-1	15	-4
Cc1ccc(COc2ccsc2-c2n[nH]c(=S)n2C)cc1	-6	3	-6	-9	-14	2	4	-4	-2	-5	-5
C=CC[C@@H](CC(=O)N(CCO)Cc1ccccc1)C(=O)N[C@@H](C)COC(=O)[C@@H](CC=C)Cc1ccc(F)cc1	2	-16	1	33	16	16	9	20	2	-20	4
COc1ccccc1Cn1c(=S)[nH]c2cc(C(=O)N3CCN(c4ccccc4OC)CC3)ccc2c1=O	-19	-4	-9	1	-7	-3	-2	-3	1	6	6

A portion of the library, so the mix of outcomes need not match the whole.
